IMPase inh: IMPase inhibition in cells; CHO-M1 cells, IP1 accumulation, HTRF TR-FRET ratio; inhibition (IP1 accumulation), % at 46.1 µM; 120,000 tested, under 10 active; AID 901; active means well fitted curve in the direction sought with a large enough effect in the signal ratio, not every such curve was filed as active; inconclusive means small, poorly fitted or top-dose-only effect, or a change in a side signal; inactive means no such curve, though single readings can be large or run the other way; the % refers to the signal ratio;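 further: cells stimulated with carbachol in lithium chloride buffer; plate controls were DMSO basal wells for no effect and reference inhibitor wells for full effect; higher means more IMPase inhibition seen as more IP1 and lower FRET ratio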
Target sequence (P97697 whole entry, looked up): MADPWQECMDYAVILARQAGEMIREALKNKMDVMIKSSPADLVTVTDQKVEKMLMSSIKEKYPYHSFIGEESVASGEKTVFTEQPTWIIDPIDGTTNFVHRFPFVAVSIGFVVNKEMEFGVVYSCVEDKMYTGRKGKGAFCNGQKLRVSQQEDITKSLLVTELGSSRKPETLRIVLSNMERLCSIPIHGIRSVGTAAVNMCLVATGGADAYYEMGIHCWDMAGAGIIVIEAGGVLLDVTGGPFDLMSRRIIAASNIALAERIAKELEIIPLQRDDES
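Cellular IMPase inhibition is scored as a rise in cytosolic IP1, detected by competitive TR-FRET between d2-labelled IP1 and a europium anti-IP1 antibody. M1-expressing CHO cells were stimulated with carbachol for 30 min at 37C, with lithium (50 mM LiCl) present in the buffer.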
PNC inhibitor: perinucleolar compartment assembly inhibition; PC3M PTB-GFP, PNC prevalence imaging, 16 h; stronger effect = lower value; activity change (PNC), negative = inhibition, % at 10 µM; hit rate 3.1% among 140,000; AID 2417;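 active means readout at or below -70, meaning at least 70% loss of cells showing the perinucleolar compartment, a nuclear body marking cancer cells; inconclusive means readout between -30 and a set limit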;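 further: plate controls were DMSO wells for no effect and camptothecin positive control wells for full effect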
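PC3M cells stably expressing PTB-GFP, 750–1000 cells/well, treated 16 h at 37 °C with compound (23 nl of library stock), in duplicate. After paraformaldehyde fixation and Hoechst stain, imaged at 20x; PNC prevalence scored by image analysis.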
ALOX15B inhib: 15-hLO-2 (ALOX15B) enzyme inhibition | purified 15hLO-2, xylenol orange hydroperoxide absorbance | Potency, µM (highest dose often 57.1 µM), for inactives: top-dose activity change, negative = inhibition, actives largely listed as inhibitors | hit rate 0.56% among 110,000 | AID 881; further: potency means the concentration at half of the fitted maximal effect; nearly all actives have a fitted effect of over 60% in size; many of its hits are not listed in these tables
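Enzyme 50 nM, AA 45 uM, 25 mM Hepes pH 7.5 + 0.01% Triton X-100; cpd preinc 15 min RT, rxn 90 min RT; stop/detect with 200 uM XO + 300 uM Fe(II) in 50 mM H2SO4, 30 min; A573/A405.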
12-hLO inh: 12-hLO (ALOX12) enzyme inhibition. purified 12-hLO, xylenol orange hydroperoxide absorbance. Potency, µM (highest dose often 57.1 µM), without a hit: at the top dose activity change, negative = inhibition, most hits filed as inhibitors. hit rate 0.12% among 150,000; further: potency means the concentration at half of the fitted maximal effect; nearly all actives have a fitted effect of over 55% in size; many of its hits are not listed in these tables
Target sequence (P18054 whole entry, looked up): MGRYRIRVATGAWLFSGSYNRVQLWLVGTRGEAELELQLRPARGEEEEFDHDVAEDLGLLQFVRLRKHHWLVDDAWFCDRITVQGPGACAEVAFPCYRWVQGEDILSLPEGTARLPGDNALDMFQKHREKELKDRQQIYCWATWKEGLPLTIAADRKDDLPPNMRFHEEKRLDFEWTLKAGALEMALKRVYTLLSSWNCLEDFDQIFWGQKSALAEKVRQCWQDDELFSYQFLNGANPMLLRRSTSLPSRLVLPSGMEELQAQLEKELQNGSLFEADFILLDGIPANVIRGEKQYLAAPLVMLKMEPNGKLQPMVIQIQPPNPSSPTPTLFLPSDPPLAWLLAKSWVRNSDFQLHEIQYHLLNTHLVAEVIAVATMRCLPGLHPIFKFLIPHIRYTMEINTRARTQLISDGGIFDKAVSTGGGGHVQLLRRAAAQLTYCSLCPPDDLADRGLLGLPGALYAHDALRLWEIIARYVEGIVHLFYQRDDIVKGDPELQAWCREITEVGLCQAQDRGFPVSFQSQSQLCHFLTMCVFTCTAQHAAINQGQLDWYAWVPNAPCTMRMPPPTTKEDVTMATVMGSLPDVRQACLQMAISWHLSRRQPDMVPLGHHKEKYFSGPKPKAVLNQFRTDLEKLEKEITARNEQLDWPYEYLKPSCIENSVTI
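Xylenol orange chromogenic assay: hydroperoxide from 12hLO oxidises Fe(II), giving red-shifted Fe(III)-XO absorbance. Conditions: 150 nM enzyme, 40 uM arachidonic acid, 25 mM Hepes pH 7.0, 0.01% Triton X-100, 30 min, room temperature.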
* = called active by the depositor; u = inconclusive; x = not tested or not shown; [ ] = another dose, or the depositor's remark. Unless noted, the call rests on the fitted dose curve; in most records, active means well fitted curve in the direction sought with a large enough effect; inconclusive means small, poorly fitted or top-dose-only effect, or another doubt; inactive means no such curve, though single readings can be large; an effect the other way counts as inactive or inconclusive. Unless noted, on the % scale 0 is the no-effect control and ±100 the full control effect. An excerpt; count on the stated rates, not on these rows.

IMPase inh,PNC inhibitor,ALOX15B inhib,12-hLO inh,Molecule
-8,28,4%,-4%,Cn1c(Cc2cccs2)n[nH]c1=S
3,8,-12%,-9%,Cn1c(=O)c2c(-c3ccccc3)n(Cc3cccnc3)cc2n(C)c1=O
-7,-110*,-15%,-3%,Cc1cc(C)nc(SCCS(=O)Cc2ccc(Cl)cc2)n1 (configuration not stated)
-10,2,x,-4%,CCCN1CNC(=S)N(c2ccccc2OCC)C1
x,x,-5%,-4%,COC(C)=O
-4,8,7%,u,Cc1ccc(C(=O)Cn2cnc3ccccc3c2=O)cc1C
15,17,x,-5%,O=C(NCCC1=CCCCC1)NC12CC3CC(CC(C3)C1)C2
12,-4,1%,-3%,CC(C)=C1SC(N2CCCCC2)=NC1=O
7,72,-25%,-13%,Cc1cc(Br)ccc1NC(=O)CN1C(=O)C2C3CC(c4ccccc4)C(C3)C2C1=O (configuration not stated)
2,29,7%,-1%,COc1ccc(N(CC(=O)NCCC2=CCCCC2)S(C)(=O)=O)cc1
1,7,-14%,-1%,CN1CCC(=NNC(=O)c2ccco2)CC1
x,u,x,-4%,CCCOC(=O)c1cccc(Nc2nc(-c3cccnc3)nc3ccccc23)c1
x,u,x,3%,COc1ccc(N(C(=O)c2cccnc2)S(=O)(=O)c2ccc3c4c(cccc24)C(=O)N3C)cc1
-13,-4,-3%,-3%,COc1ccc(CN(CC2CCCO2)S(=O)(=O)c2ccc(C(=O)O)cc2)cc1OC (configuration not stated)
u,u,7%,-1%,O=C(Nc1ccccc1C(=O)N1CCOCC1)c1ccco1
7,u,1%,-2%,CCOc1ccc2nc(SC(CC)C(=O)Nc3cc(C)on3)sc2c1 (configuration not stated)
-1,-23,x,-1%,O=c1c2ccccc2[nH]c(=S)n1-c1cccc(S(=O)(=O)N2CCCC2)c1
x,x,-6%[11.4 µM],1%[11.4 µM],NS(=O)(=O)c1ccc(N=Nc2ncccc2O)cc1
10,u,x,5%,Cc1ccc(S(=O)(=O)NCC(=O)NCc2ccncc2)cc1
5,u,-1%,2%,O=C(C1CCCN(S(=O)(=O)Cc2ccccc2)C1)N1CCc2ccccc21 (configuration not stated)
6,u,x,-5%,O=C(CSc1nnc(-c2ccc(O)cc2)n1-c1ccccc1)CC(=O)Nc1ccccc1
x,-19,x,-1%,COCCCNC(=O)c1ccc([N+](=O)[O-])c(Cl)c1
x,9,13%[0.0915 µM],2%,NC(=O)c1cccnc1
-2[20.6 µM],x,-2%[25.6 µM],-3%[25.6 µM],O=C(/C=C\c1ccc(O)c(O)c1)O[C@@H]1C[C@](O)(C(=O)O)C[C@@H](O)[C@@H]1O
1,x,2%,-3%,O=c1[nH]c(=O)n([C@@H]2O[C@H](CO)[C@@H](O)[C@H]2O)cc1Br

(continued)
IMPase inh,PNC inhibitor,ALOX15B inhib,12-hLO inh,Molecule
-2[20.6 µM],x,2%[25.6 µM],-3%[25.6 µM],O=C(O)CNC(=O)[C@@H](CS)Cc1ccccc1
7,-20,8%,-10%,NC(=O)c1ccccc1NC(=O)/C=C/c1cccc(Cl)c1
3,u,-6%,-3%,CCN(CC(=O)Nc1cccc(C(C)=O)c1)S(=O)(=O)c1ccc(OC)cc1
8,3,0%,-5%,Cc1ccc(NC(=O)C2CCCN(c3ncccn3)C2)cc1F (configuration not stated)
4,8,-11%,1%,COc1ccc(OC(C)=O)c(C2c3cc(OC)c(OC)cc3CCN2C(C)=O)c1 (configuration not stated)
11,u,29%,1%,CC1CCN(CCc2nc3cc(NC(=O)NC4CCCCC4)ccc3n2C)CC1
8,u,3%,-4%,Cc1ccc(NC(=O)c2noc3c2CCCCC3)cc1
-4,u,0%,-4%,OCC#CCSc1nnc(-c2ccncc2)o1
x,x,-3%,0%,O=C(O)c1ccc(B(O)O)cc1
x,36,x,3%,OCCN1CCN(CC(O)COCCOc2ccc(Br)cc2)CC1 (configuration not stated)
-1,u,-7%,2%,CCCN1CCN(CCCNC(=O)CCNC(=O)Cn2ccc3ccccc3c2=O)CC1
-2,2,1%,-13%,CCCCCCSC1=C(C#N)C(c2ccc(O)cc2)CC(=O)N1 (configuration not stated)
1,26,0%,-2%,O=C(c1ccc(-n2cnnn2)cc1)N1CCOCC1
-2,-17,-1%,2%,COc1cc(NC(=O)Cc2cccs2)ccc1-n1cnnn1
x,12,x,-2%,CS(=O)(=O)c1ccc2nc(NC(=O)c3cc(-c4ccccc4)nn3-c3ccccc3)sc2c1
1,u,-8%,0%,O=C1CCCN1CN(C(=O)c1ccccc1)c1ccc(F)cc1
-2,u,-4%,-1%,CN(C)C=Nc1nonc1N
-1,1,3%,-5%,CC(C)(C)C(=O)CN1C(=O)C2(OCCO2)c2ccccc21
x,u,x,2%,CC(=O)N1c2ccccc2Nc2ccccc21
5,35,9%,-7%,O=C(Cn1ncc2c1-c1ccccc1OC2)Nc1nc2ccccc2s1
x,u,x,-5%,Cc1cc(N2CCCCC2)nc(N)n1
3,-1,9%,-16%,CCOc1cc(C2NC(=O)NC(O)(C(F)(F)F)C2C(=O)c2ccc(OC)cc2)ccc1O (configuration not stated)
5,u,-11%,-4%,C1=C(c2ccccc2)Nc2nnnn2C1c1cccs1 (configuration not stated)
x,x,7%,0%,O=C(c1cc(C(F)(F)F)cc(C(F)(F)F)c1)N1CCC[C@@]2(CCN(Cc3nccs3)C2)C1
-7,-100*,x,u,CC1(C)CC(=S)Nc2ccccc2S1

Gathered by group: those above with a halogen (ten)
IMPase inh,PNC inhibitor,ALOX15B inhib,12-hLO inh,Molecule
-7,-110*,-15%,-3%,Cc1cc(C)nc(SCCS(=O)Cc2ccc(Cl)cc2)n1 (configuration not stated)
7,72,-25%,-13%,Cc1cc(Br)ccc1NC(=O)CN1C(=O)C2C3CC(c4ccccc4)C(C3)C2C1=O (configuration not stated)
x,-19,x,-1%,COCCCNC(=O)c1ccc([N+](=O)[O-])c(Cl)c1
1,x,2%,-3%,O=c1[nH]c(=O)n([C@@H]2O[C@H](CO)[C@@H](O)[C@H]2O)cc1Br
7,-20,8%,-10%,NC(=O)c1ccccc1NC(=O)/C=C/c1cccc(Cl)c1
8,3,0%,-5%,Cc1ccc(NC(=O)C2CCCN(c3ncccn3)C2)cc1F (configuration not stated)
x,36,x,3%,OCCN1CCN(CC(O)COCCOc2ccc(Br)cc2)CC1 (configuration not stated)
1,u,-8%,0%,O=C1CCCN1CN(C(=O)c1ccccc1)c1ccc(F)cc1
3,-1,9%,-16%,CCOc1cc(C2NC(=O)NC(O)(C(F)(F)F)C2C(=O)c2ccc(OC)cc2)ccc1O (configuration not stated)
x,x,7%,0%,O=C(c1cc(C(F)(F)F)cc(C(F)(F)F)c1)N1CCC[C@@]2(CCN(Cc3nccs3)C2)C1

(more compounds)
IMPase inh,PNC inhibitor,ALOX15B inhib,12-hLO inh,Molecule
x,45,x,-6%,COc1ccc(CCNS(=O)(=O)c2ccc3oc(C(=O)O)c(C)c3c2)cc1OC
3,22,-8%,-1%,COc1ccc(-c2nc(-n3c(C)c(C(C)=O)c(C(C)=O)c3C)sc2C)cc1
x,0,x,2%,Nc1n[nH]c(-c2cccc([N+](=O)[O-])c2)n1
x,-21,x,-3%,Nc1ccc(C(=O)OC2CCOC2=O)cc1[N+](=O)[O-] (configuration not stated)
-1,-13,-1%,-5%,c1ccc(-c2nnn(C34CC5CC(CC(C5)C3)C4)n2)cc1
0,31,-3%,3%,COc1ccc(NC(=O)CSc2nnc(-c3ccccn3)n2-c2ccccc2)cc1OC
-7[0.0738 µM],u,x,3%,CCn1cnc2cc(NC(=O)c3ccco3)ccc21
-1,u,u,-23%,CC12CC3CC(C)(C1)CC(C(=O)NC(=S)N1CCOCC1)(C3)C2
0,-9,x,8%,Cc1ccccc1C(=O)N1CCN(c2ccccn2)CC1
-4,33,0%,0%,CC(C)(C)c1cnnn1-c1ccc(-c2csc(N)n2)cc1
-2,34,-4%,7%,CC(NC(=O)Cn1c(=O)[nH]c2ccsc2c1=O)C12CC3CC(CC(C3)C1)C2 (configuration not stated)
9,u,-13%,-7%,Cn1c(=O)c2c(nc(NCCc3ccccc3)n2Cc2ccc(F)cc2)n(C)c1=O
1,19,-3%,-20%,O=c1cc(O)nc(SCc2ccc(Cl)cc2)[nH]1
x,46,x,0%,CC(NC(=O)COC(=O)/C=C/c1ccc([N+](=O)[O-])cc1)c1ccccc1 (configuration not stated)
-5,3,x,0%,O=Cc1ccc(Oc2cc(-c3ccccc3)nc(-c3ccccc3)n2)cc1
-11,39,-2%,-7%,CCn1c(SCC(=O)Nc2cccc(NC(=O)c3ccco3)c2)nnc1-c1cccs1
4,-24,-7%,-2%,CS(=O)(=O)N(CC(=O)NCc1ccncc1)Cc1ccc(Cl)cc1
-10,36,u,-23%,CC1=C(C(=O)Nc2ccccc2)C2(CCCCC2)C(C#N)=C(S)N1
12,-24,21%,7%,CC(C)c1cccc(C(C)C)c1OCCCCN1CCCC1
-5,23,2%,0%,O=C(CN(c1ccc(F)cc1)S(=O)(=O)c1ccc2c(c1)OCCO2)Nc1ccc2c(c1)OCO2
24,29,x,2%,O=C(NCCCn1ccnc1)c1cc2nc(-c3ccc(Br)cc3)cc(C(F)(F)F)n2n1
x,u,x,-6%,CC(C)C(=O)NC(=S)N(Cc1ccccc1)Cc1ccccc1
4,-9,x,-2%,CCOC(=O)N/N=C/c1c(C)nn(-c2ccccc2Cl)c1Cl
-4,36,-1%,-4%,O=c1oc2ccccc2c2nccnc12
-3,-2,x,3%,C=CCNC(=O)NC(=O)COC(=O)CC(NC(N)=O)c1ccc(Cl)cc1 (configuration not stated)

Next part:
IMPase inh,PNC inhibitor,ALOX15B inhib,12-hLO inh,Molecule
16,-112*,17%,-21%,COc1ccc(C2Oc3ccccc3C3=C2C(c2cccs2)n2ncnc2N3)cc1 (configuration not stated)
-13,6,-5%,-2%,CCOc1ccccc1NC(=O)N1CCCC1C(=O)Nc1ccc(NC(C)=O)cc1 (configuration not stated)
x,x,6%[11.4 µM],3%[11.4 µM],Cn1c(=O)c2[nH]c(SCCN3CCOCC3)nc2n(C)c1=S
-19,u,13%,7%,COCCNC(=O)c1cc(-c2cccnc2)nc2ccc(Br)cc12
-2,29,-12%,2%,COc1ccc(NS(=O)(=O)c2ccc(NC(=O)c3cnn4c(C(F)F)cc(-c5ccc(C)cc5)nc34)cc2)cc1
4,-10,3%,11%,O=C(O)CCCc1nc(-c2ccccc2)no1
3,u,x,5%,Cc1ccnc(NC(=O)CCC(=O)N(CC(=O)NCc2ccccc2)c2ccc3c(c2)OCO3)c1
x,16,x,-2%,O=C(NN=C1CCN(Cc2ccccc2)CC1)c1cccc(S(=O)(=O)Nc2ccccc2Cl)c1
1,u,10%,1%,Cc1noc(C)c1S(=O)(=O)N(CC(=O)N1CCn2c1nc1ccccc12)c1ccc(C(C)C)cc1
x,u,x,2%,N/C(=N\OC(=O)CCCc1ccccc1)c1cccnc1
x,x,7%,-1%,O=C(c1cnccn1)N1CCC2(CC1)CN(c1ccccn1)C2
5,u,-4%,0%,CCCc1cc(C(=O)Nc2sc3c(c2C(=O)OCC)CCCC3)no1
